Assay outcomes deposited in PubChem by several laboratories.
CSN deneddyl inh – inhibitors of CSN-mediated cullin deneddylation, primary screen, biochemical, fluorescence polarization, uHTS; Purified CSN, SCF-Nedd8-OG deneddylation; AID 651999, 2013; hit rate 0.38% among 360,000; COP9 signalosome complex subunit 5 (Homo sapiens), Q92905; inhibition, % at 12.5 µM;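 active means pattern-corrected inhibition above about 35%, with an unprinted fluorescence ratio check between 0.5 and 1.5, limit read from the data, passing the limit was not always enough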;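 further: 0% = enzyme with substrate and 100% = substrate without enzyme; some results filed as inactive read as strong as hits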
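Assay system: purified human Csn5 enzyme expressed in HEK293T cells; measure: % inhibition; also added: SCFSkp2-Nedd8OG substrate at 10 nM final; technique: fluorescence polarization; times: reaction 90 min, room temperature; medium: Tris buffer pH 7.5, NaCl, DTT, Tween-20, trehalose, ovalbumin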
PABP1 MLLE inh – inhibitors of PABP1 MLLE–PAM2 peptide binding, primary screen, biochemical, fluorescence polarization, FITC-PAM2, GST-MLLE. Polyadenylate-binding protein 1 (Homo sapiens), P11940. inhibition, % at 20 µM. hit rate 0.36% among 360,000; in the data active means inhibition above about 35%, passing the limit was not always enough;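 further: plate controls were DMSO wells with GST-MLLE for no effect and wells lacking GST-MLLE protein for full effect; some results filed as inactive read as strong as hits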
Rin1 Abl inh – inhibitors of Rin1-Abl protein binding, primary screen, biochemical, TR-FRET. Tyrosine-protein kinase ABL1 (Homo sapiens) + Ras and Rab interactor 1 (Homo sapiens), …. inhibition, % at 7.35 µM. hit rate 0.4% among 360,000; in the data active means inhibition above about 5%, passing the limit was not always enough
Neddylation inh – inhibitors of cullin neddylation, primary screen, biochemical, TR-FRET, uHTS, NAE and Ubc12 | AID 651699, 2012 | NEDD8-conjugating enzyme Ubc12 (Homo sapiens) + NEDD8-activating enzyme E1 regulatory … | calls only at 25 µM | hit rate 0.58% among 360,000; in the data active means inhibition above about 36%
E coli Lon inh – inhibitors of E. coli Lon protease, primary screen, biochemical, fluorescence polarization. P0A9M0. purified E. coli Lon protease. inhibition, % at 7.94 µM. hit rate 0.42% among 360,000. AID 602123, 2011; in the data active means inhibition above about 13%, passing the limit was not always enough;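 further: 0% = enzyme with probe and DMSO and 100% = no enzyme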
TbMetRS inhib – T. brucei MetRS inhibitors, primary screen, biochemical, luminescence; AID 624268, 2012; inhibition, % at 11.9 µM; purified T. brucei MetRS, ATP depletion, Kinase-Glo luminescence; hit rate 0.4% among 360,000;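 active means inhibition above a per-plate cutoff of the control wells' mean inhibition plus 3 SD, cut at about 5.5% in these data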;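 further: 0% = DMSO wells median and 100% = median of wells with control inhibitor compound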
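technique = Kinase-Glo luminescence, ATP depletion format | system = purified MetRS (methionyl-tRNA synthetase) enzyme from Trypanosoma brucei | timing = 15 min preincubation, 2 h reaction, all 25 °C | evaluation = percent inhibition versus plate control medians | dosing = single dose, 11.9 µM final nominal, 0.9% final DMSO | also added = substrates ATP, L-methionine and bulk Escherichia coli tRNA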
FAS TE block – FAS thioesterase domain inhibitors, primary screen, biochemical, fluorescence intensity, uHTS | Fatty acid synthase (Homo sapiens), P49327 | recombinant FAS-TE, OMFH fluorogenic substrate, fluorescence endpoint | inhibition, % at 15 µM | hit rate 0.67% among 360,000 | AID 602261, 2012;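 active means compounds whose normalised, plate-corrected inhibition of enzyme fluorescence in the single-dose primary screen is 50% or more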;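 further: 0% = DMSO with enzyme and 100% = substrate without enzyme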
MsrA inh – bovine MsrA enzyme inhibitors, primary screen, biochemical, absorbance, HTS | Methionine sulfoxide reductase A (Bos taurus) | AID 651718, 2012 | purified bovine MsrA, absorbance read-out | inhibition, % at 15.5 µM | hit rate 0.75% among 360,000; in the data active means inhibition above about 4.5%;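 further: 0% = vehicle wells with enzyme and 100% = reference inhibitor wells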
bovine MsrA act – bovine MsrA enzyme activators, primary screen, biochemical, absorbance, HTS. Methionine sulfoxide reductase A (Bos taurus). AID 602163, 2012. purified bovine MsrA, absorbance read-out. activation, % at 10.6 µM. hit rate 0.3% among 360,000; in the data active means activation above about 7.5%;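 further: 0% = vehicle and 100% = reference activator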
* = called active by the depositor. No enrichment for hits. About 4% of those tested had a hit in this group.

Screening CN(CC(=O)Nc1cccc(F)c1)C(=O)CC1CC2CCC1C2 (configuration not stated) returned CSN deneddyl inh 3, PABP1 MLLE inh -4, Rin1 Abl inh 0, Neddylation inh inactive, E coli Lon inh 14, TbMetRS inhib 0.0, FAS TE block 6, MsrA inh 1.2 and bovine MsrA act -2.
Screening COc1ccc(C(C)=O)cc1COc1ccc(Cl)cc1Cl returned CSN deneddyl inh -3, PABP1 MLLE inh 17, Rin1 Abl inh 0, Neddylation inh inactive, E coli Lon inh -5, TbMetRS inhib 0.0, FAS TE block 22, MsrA inh 2.8 and bovine MsrA act -2.
CCOC(=O)c1c(C)[nH]c(C(=O)OCC(=O)NCc2ccco2)c1C was read as CSN deneddyl inh 3, PABP1 MLLE inh -7, Rin1 Abl inh 2, Neddylation inh inactive, E coli Lon inh 2, TbMetRS inhib 0.0, FAS TE block -3, MsrA inh 1.0 and bovine MsrA act -2.
Screening O=C(c1ccc(=O)[nH]c1)N1CCN(S(=O)(=O)c2ccc(Cl)cc2)CC1 returned CSN deneddyl inh 6, PABP1 MLLE inh -30, Rin1 Abl inh -1, Neddylation inh inactive, E coli Lon inh -3, TbMetRS inhib -0.1, FAS TE block -2, MsrA inh -1.7 and bovine MsrA act -1.
For CN(C)C(=O)CN(c1ccc2c(c1)OCO2)S(C)(=O)=O the results were CSN deneddyl inh 3, PABP1 MLLE inh 11, Rin1 Abl inh 2, Neddylation inh inactive, E coli Lon inh -3, TbMetRS inhib 0.2, FAS TE block -13, MsrA inh 0.1 and bovine MsrA act 0.
CCN(CC)S(=O)(=O)c1ccc(Cl)c(NC(=O)COc2ccc3c(C)cc(=O)oc3c2)c1 was read as CSN deneddyl inh -1, PABP1 MLLE inh 18, Rin1 Abl inh 4, Neddylation inh inactive, E coli Lon inh -8, TbMetRS inhib -0.7, FAS TE block -18, MsrA inh 0.7 and bovine MsrA act -8.
O=S(=O)(NCCc1ccccc1)c1ccc(S(=O)(=O)N2CCCCC2)cc1 was read as CSN deneddyl inh -3, PABP1 MLLE inh 6, Rin1 Abl inh 0, Neddylation inh inactive, E coli Lon inh -2, TbMetRS inhib 0.0, FAS TE block -1, MsrA inh -1.2 and bovine MsrA act -1.
`CCOC(=O)c1cn(CC(=O)Nc2cccc(Cl)c2C)nn1` gave CSN deneddyl inh 3, PABP1 MLLE inh -8, Rin1 Abl inh 2, Neddylation inh inactive, E coli Lon inh -5, TbMetRS inhib 0.1, FAS TE block -3, MsrA inh -0.8 and bovine MsrA act 0.
Screening CCCn1c(SCC(=O)c2ccc3c(c2)OCCO3)nnc1-c1ccco1 returned CSN deneddyl inh 3, PABP1 MLLE inh 0, Rin1 Abl inh -4, Neddylation inh inactive, E coli Lon inh 6, TbMetRS inhib -0.1, FAS TE block 3, MsrA inh -0.8 and bovine MsrA act -3.
Screening CCOc1ccc(CNc2ccc(N3CCCC3)cc2)cc1 returned CSN deneddyl inh 5, PABP1 MLLE inh -8, Rin1 Abl inh 1, Neddylation inh inactive, E coli Lon inh -2, TbMetRS inhib -1.3, FAS TE block 0 and bovine MsrA act -12.
For Nc1c(-c2ccccc2)c(CN2CCOCC2)nn1-c1cccc([N+](=O)[O-])c1 the results were CSN deneddyl inh 1, PABP1 MLLE inh 6, Rin1 Abl inh 2, Neddylation inh inactive, E coli Lon inh -5, TbMetRS inhib -0.1, FAS TE block 32, MsrA inh -0.1 and bovine MsrA act 0.
Screening COC(=O)C1=C(N)OC2=C(C(=O)CC(C)(C)C2)C1c1cccs1 (configuration not stated) returned CSN deneddyl inh 4, PABP1 MLLE inh 3, Rin1 Abl inh 0, Neddylation inh inactive, E coli Lon inh 3, TbMetRS inhib -0.5, FAS TE block -4, MsrA inh -0.3 and bovine MsrA act 0.
`Cc1c(-c2ccccc2)[nH]n2c(=O)c3c(nc12)CCCC3` gave CSN deneddyl inh 3, PABP1 MLLE inh 1, Rin1 Abl inh -1, E coli Lon inh -6, TbMetRS inhib 0.0, FAS TE block -5, MsrA inh 0.9 and bovine MsrA act -3.
COc1ccc(C(CNC(=O)c2ccc(OCc3cscn3)cc2)N2CCCC2)cc1 (configuration not stated) was read as CSN deneddyl inh 4, PABP1 MLLE inh -4, Rin1 Abl inh 0, Neddylation inh inactive, E coli Lon inh -13, TbMetRS inhib 0.3, FAS TE block -6, MsrA inh -1.6 and bovine MsrA act 1.
`Cc1cccc(C)c1OC(=O)C(c1ccccc1)c1ccccc1` gave CSN deneddyl inh -4, PABP1 MLLE inh 9, Rin1 Abl inh -2, Neddylation inh inactive, E coli Lon inh 0, TbMetRS inhib 0.2, FAS TE block 49, MsrA inh 2.1 and bovine MsrA act -1.
For COc1ccc(N2CCN(C(=O)Cn3nnc(-c4ccc(N(C)C)cc4)n3)CC2)cc1 the results were CSN deneddyl inh -7, PABP1 MLLE inh 3, Rin1 Abl inh 1, Neddylation inh inactive, E coli Lon inh -1, TbMetRS inhib -0.6, FAS TE block -2, MsrA inh 0.2 and bovine MsrA act -3.
For O=C(CCN1C(=O)/C(=C/c2ccccc2F)SC1=S)NCCCn1ccnc1 the results were CSN deneddyl inh 4, PABP1 MLLE inh 22, Rin1 Abl inh -5, Neddylation inh inactive, E coli Lon inh -8, TbMetRS inhib 0.1, FAS TE block -10, MsrA inh 0.3 and bovine MsrA act -3.
Screening Cc1cc(N2C(=O)CC(C(C)c3ccccc3)C2=O)no1 (configuration not stated) returned CSN deneddyl inh -4, PABP1 MLLE inh 5, Rin1 Abl inh 1, Neddylation inh inactive, E coli Lon inh -6, TbMetRS inhib -0.2, FAS TE block -6, MsrA inh -0.2 and bovine MsrA act -2.
For COC(=O)c1cc(S(=O)(=O)N(Cc2ccccc2)C(C)(C)C)c[nH]1 the results were CSN deneddyl inh 6, PABP1 MLLE inh 7, Rin1 Abl inh 0, Neddylation inh inactive, E coli Lon inh 3, TbMetRS inhib -0.6, FAS TE block 7, MsrA inh -0.2 and bovine MsrA act -7.
Screening CC(C)CCNC(=O)C1CCN(S(=O)(=O)c2ccc3nc4c(c(C(=O)O)c3c2)CCCCC4)CC1 returned CSN deneddyl inh -2, PABP1 MLLE inh 11, Rin1 Abl inh -1, Neddylation inh inactive, E coli Lon inh 3, TbMetRS inhib 0.1, FAS TE block 0, MsrA inh -0.2 and bovine MsrA act -3.
For CCN1CCN(S(=O)(=O)c2c(C)cc(C)cc2C)CC1 the results were CSN deneddyl inh -1, PABP1 MLLE inh 10, Rin1 Abl inh -3, Neddylation inh inactive, E coli Lon inh 7, TbMetRS inhib -0.9, FAS TE block -5, MsrA inh -0.1 and bovine MsrA act -7.
`CC(/C=N/NC(=O)c1ccc(CN2c3cccc4cccc(c34)S2(=O)=O)cc1)c1ccccc1` (configuration not stated) gave CSN deneddyl inh -2, PABP1 MLLE inh -8, Rin1 Abl inh -1, E coli Lon inh 4, TbMetRS inhib 0.2, FAS TE block 10, MsrA inh -0.5 and bovine MsrA act -2.
For CCOC(=O)C1(CCc2ccccc2)CCN(C(=O)c2occc2C)CC1 the results were CSN deneddyl inh -14, PABP1 MLLE inh -7, Rin1 Abl inh -4, Neddylation inh inactive, E coli Lon inh -3, TbMetRS inhib -0.4, FAS TE block 13, MsrA inh 0.7 and bovine MsrA act -1.
Screening Cc1cc(C)c2cc(CN(CCN(C)C)C(=O)Nc3ccccc3Cl)c(=O)[nH]c2c1 returned CSN deneddyl inh 0, PABP1 MLLE inh -13, Rin1 Abl inh 3, Neddylation inh inactive, E coli Lon inh 5, TbMetRS inhib -0.5, FAS TE block -1, MsrA inh -0.7 and bovine MsrA act 5.
`CC(C)(C)NC(=O)C(c1ccccc1)n1c(=O)c(-c2ccco2)nc2ccccc21` (configuration not stated) gave CSN deneddyl inh 12, Neddylation inh inactive, TbMetRS inhib -0.6 and MsrA inh 0.7.
`O=C(c1ccccc1NS(=O)(=O)c1ccc(Br)s1)N1CCOCC1` gave CSN deneddyl inh -10, PABP1 MLLE inh 4, Rin1 Abl inh 3, Neddylation inh inactive, E coli Lon inh -4, TbMetRS inhib -0.1, FAS TE block -10, MsrA inh -0.3 and bovine MsrA act -2.
Screening CCCCCCn1c(N2CCCC2)nc2c1c(=O)n(C)c(=O)n2C returned CSN deneddyl inh 4, PABP1 MLLE inh 5, Rin1 Abl inh 4, Neddylation inh inactive, E coli Lon inh 1, TbMetRS inhib 1.0, FAS TE block 2, MsrA inh -0.3 and bovine MsrA act -6.
COc1ccc(C(=O)Nc2sc3c(c2C(=O)NCc2ccco2)CCCC3)cc1OC was read as CSN deneddyl inh -3, PABP1 MLLE inh 3, Rin1 Abl inh -2, Neddylation inh inactive, E coli Lon inh -10, TbMetRS inhib -1.0, FAS TE block 23, MsrA inh 0.7 and bovine MsrA act 4.
`Fc1cccc(-c2cncc(N3CCN(CCN4CCCC4)CC3)n2)c1` gave CSN deneddyl inh -1, PABP1 MLLE inh -9, Rin1 Abl inh 0, Neddylation inh inactive, E coli Lon inh -14, TbMetRS inhib 0.0, FAS TE block -3, MsrA inh -0.3 and bovine MsrA act -3.

In the list so far, five contain an NH in an aromatic ring:
CCOC(=O)c1c(C)[nH]c(C(=O)OCC(=O)NCc2ccco2)c1C was read as CSN deneddyl inh 3, PABP1 MLLE inh -7, Rin1 Abl inh 2, Neddylation inh inactive, E coli Lon inh 2, TbMetRS inhib 0.0, FAS TE block -3, MsrA inh 1.0 and bovine MsrA act -2.
Screening O=C(c1ccc(=O)[nH]c1)N1CCN(S(=O)(=O)c2ccc(Cl)cc2)CC1 returned CSN deneddyl inh 6, PABP1 MLLE inh -30, Rin1 Abl inh -1, Neddylation inh inactive, E coli Lon inh -3, TbMetRS inhib -0.1, FAS TE block -2, MsrA inh -1.7 and bovine MsrA act -1.
`Cc1c(-c2ccccc2)[nH]n2c(=O)c3c(nc12)CCCC3` gave CSN deneddyl inh 3, PABP1 MLLE inh 1, Rin1 Abl inh -1, E coli Lon inh -6, TbMetRS inhib 0.0, FAS TE block -5, MsrA inh 0.9 and bovine MsrA act -3.
For COC(=O)c1cc(S(=O)(=O)N(Cc2ccccc2)C(C)(C)C)c[nH]1 the results were CSN deneddyl inh 6, PABP1 MLLE inh 7, Rin1 Abl inh 0, Neddylation inh inactive, E coli Lon inh 3, TbMetRS inhib -0.6, FAS TE block 7, MsrA inh -0.2 and bovine MsrA act -7.
Screening Cc1cc(C)c2cc(CN(CCN(C)C)C(=O)Nc3ccccc3Cl)c(=O)[nH]c2c1 returned CSN deneddyl inh 0, PABP1 MLLE inh -13, Rin1 Abl inh 3, Neddylation inh inactive, E coli Lon inh 5, TbMetRS inhib -0.5, FAS TE block -1, MsrA inh -0.7 and bovine MsrA act 5.
